Screens: PubChem, National Center for Advancing Translational Sciences (NCATS)
Nrf2 ARE act: activators of Nrf2 (ARE) signaling; AREc32 ARE-luciferase reporter (MCF7-derived line), luminescence, 24 h; Potency, µM (doses to about 46.1 µM), without a hit: at the highest dose activation, hits mostly activators; 0.31% of 410,000 active; AID 624171; also: % of control where 0% means no effect; nearly all actives have a fitted effect of over 65% in size
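Luminescent ARE reporter assay in AREc32_Fluc cells: overnight plating at 37 deg C, 24 hr compound incubation, Steady-Glo added, 30 min RT before reading.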
MCF10A rereplic: DNA re-replication induction in MCF 10a cells | AID 624296 | Potency, µM (doses to about 46.1 µM), inactives show top-dose activity, positive = re-replication, usual class: activators | 2.9% of 350,000 active | MCF 10A DNA re-replication, Hoechst nuclear intensity, 48 h; also: % of control where 0% means no effect; nearly all actives have a fitted effect of over 50% in size
EPAC2 antagonist: blocks human EPAC2 exchange factor. EPAC2 GEF exchange of Rap1B-BODIPY-GDP, fluorescence. Potency, µM (highest dose often 114 µM), without a hit: at the highest dose activity, negative = inhibition, most hits filed as inhibitors. 0.18% of 360,000 active. AID 720708; also: % is scaled to controls: 0 for no effect and ±100 for the full control effect; nearly all actives have a fitted effect of over 45% in size; many of its hits are not listed in these tables
Target sequence (Q8WZA2 whole entry, looked up): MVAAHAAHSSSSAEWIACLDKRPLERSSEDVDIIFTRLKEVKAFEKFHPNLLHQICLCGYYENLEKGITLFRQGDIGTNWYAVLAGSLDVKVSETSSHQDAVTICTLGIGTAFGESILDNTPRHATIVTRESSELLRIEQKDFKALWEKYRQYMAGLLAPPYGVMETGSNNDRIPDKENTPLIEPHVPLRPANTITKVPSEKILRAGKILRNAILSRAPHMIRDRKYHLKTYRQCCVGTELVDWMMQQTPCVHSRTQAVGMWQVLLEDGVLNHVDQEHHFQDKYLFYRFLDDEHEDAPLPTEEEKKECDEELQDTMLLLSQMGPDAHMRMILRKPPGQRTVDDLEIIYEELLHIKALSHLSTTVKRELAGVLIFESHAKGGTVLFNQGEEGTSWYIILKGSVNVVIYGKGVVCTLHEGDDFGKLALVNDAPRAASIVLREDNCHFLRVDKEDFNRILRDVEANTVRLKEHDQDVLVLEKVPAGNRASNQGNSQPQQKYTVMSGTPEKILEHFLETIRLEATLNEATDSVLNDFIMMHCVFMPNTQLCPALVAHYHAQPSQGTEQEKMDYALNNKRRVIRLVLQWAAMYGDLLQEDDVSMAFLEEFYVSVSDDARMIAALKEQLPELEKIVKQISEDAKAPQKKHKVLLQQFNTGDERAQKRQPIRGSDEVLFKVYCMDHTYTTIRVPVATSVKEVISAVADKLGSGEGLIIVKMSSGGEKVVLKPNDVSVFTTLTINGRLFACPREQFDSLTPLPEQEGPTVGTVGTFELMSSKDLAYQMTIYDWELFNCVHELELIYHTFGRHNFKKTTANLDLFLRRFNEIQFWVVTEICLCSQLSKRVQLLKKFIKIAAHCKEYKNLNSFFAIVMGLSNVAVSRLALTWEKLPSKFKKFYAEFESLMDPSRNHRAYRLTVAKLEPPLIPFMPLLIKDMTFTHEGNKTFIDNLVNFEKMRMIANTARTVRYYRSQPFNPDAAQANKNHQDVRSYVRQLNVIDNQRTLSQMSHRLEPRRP
A549 viability: A549 cytotoxicity, counter-screen for Nrf2 inhibitors. A549 ARE-Fluc cells, CellTiter-Fluor viability, 18-24 h. Potency, µM (top dose mostly 46 µM), without a hit: at the highest dose activity change, negative = cytotoxicity, hits mostly inhibitors. 0.16% of 390,000 active. AID 504648; also: % is scaled to controls: 0 for no effect and ±100 for the full control effect
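A549 ARE_Fluc cells in 5% FBS OPTI-MEM were exposed to compounds in concentration-response for 18-24 h at 37 deg C. Viability was read by CellTiter-Fluor fluorescence (Ex 405/Em 525) after 30 min, before the luciferase read.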
Nrf2 inh: blocks Nrf2 signaling; A549 ARE-Fluc reporter, luciferase luminescence, 18-24 h; Potency, µM (series often up to 46 µM), inactives show top-dose activity change, negative = inhibition, actives largely listed as inhibitors; 2.1% of 360,000 active; AID 504444; also: % is scaled to controls: 0 for no effect and ±100 for the full control effect; nearly all actives have a fitted effect of over 60% in size
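Two sequential reads on A549 ARE_Fluc cells exposed to compound for 18-24 h: a CellTiter-Fluor fluorescence read for viability, then a luciferase luminescence read for Nrf2/ARE activity.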
HepG2 tox: kills HepG2 cells in TGF-b inhibitor counter-screen | 0.76% of 410,000 active | Potency, µM (doses to about 46.1 µM), inactives show at the highest dose activity change, negative = cytotoxicity, actives largely listed as cytotoxic | HepG2 CAGA-GFP viability, ATP luminescence, 18 h; also: some results filed as inactive show a strong effect at the top dose
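CellTiter-Glo luminescence gave cytotoxicity after 18 hours at 37 degrees C. The cells were HepG2 CAGA-GFP in 1% FBS DMEM, stimulated with 500 pg/mL TGF-beta after compound addition. %Activity was normalised to no-cell wells (complete cell-killing) and DMSO (no toxicity), and curves were fitted and classified.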
TGFb SMAD3 inh: blocks TGF-b signaling; HepG2 CAGA-GFP TGF-b/SMAD3 reporter, GFP fluorescence, 18 h; TGF-beta stimulated, 500 pg/mL final; Potency, µM (titrated, usually from 46.1 µM), for the others: at the highest dose activity, negative = inhibition, most hits filed as inhibitors; 1.2% of 410,000 active; also: % is scaled to controls: 0 for no effect and ±100 for the full control effect; nearly all actives have a fitted effect of over 65% in size
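Read-out: total well GFP (ex488/em500-530) summed from mean per-cell fluorescence. Cells: HEPG2 CAGA-GFP, 1% FBS DMEM, 18 h at 37 degrees C with 500 pg/mL final TGF-beta. Unstimulated wells served as the full-inhibition control; stimulated DMSO wells = 0%.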
S2 tox: viability counter-screen for ATXN expression inhibitors; AID 651635; Potency, µM (highest dose often 56.7 µM), actives largely listed as cytotoxic; 0.49% of 400,000 active; S2 cells (HEK-293 line with an ATXN2-luciferase reporter) viability, CellTiter-Fluor protease fluorescence, 24 h; also: nearly all actives have a fitted effect of over 40% in size
ATXN2 expr inh: reduces ATXN2 reporter expression in HEK-293 cells; 0.72% of 360,000 active; Potency, µM (highest dose often 57 µM), inactives show top-dose activity change, negative = inhibition, usual class: inhibitors; HEK-293 ATXN2-luciferase reporter, luminescence, 24 h; also: % is scaled to controls: 0 for no effect and ±100 for the full control effect; nearly all actives have a fitted effect of over 55% in size
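ATXN2-luciferase reporter cells (luciferase flanked by upstream and downstream ATXN2 gene portions) were treated 24 h at 37 °C with compounds at up to 57 uM. SteadyGlo luminescence gave expression; GF-AFC fluorescence gave viability.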
* = called active by the depositor; i = inactive; u = inconclusive; x = no result given; & = joins results of further samples; [ ] = remark or other dose. Calls follow the shape of the dose curve; as a rule, active = well fitted curve in the direction sought with a large enough effect; inconclusive = small, poorly fitted or top-dose-only effect, or another doubt; inactive = no such curve, though single readings can be large; an effect the other way counts as inactive or inconclusive. Potency is read from the fitted curve at half-maximal effect. These rows are one share of the data (hit frequency here may not be typical).

SMILES	Nrf2 ARE act	MCF10A rereplic	EPAC2 antagonist	A549 viability	Nrf2 inh	HepG2 tox	TGFb SMAD3 inh	S2 tox	ATXN2 expr inh
Cc1cccc(N2C(=O)CC(N(O)c3ccccc3)C2=O)c1 (configuration not stated)	18%	2%	0%	-14%	24%	-13%	3%	i	30%[activator]
Cc1ccc(CNc2nc3ccccc3c3nc(-c4cccc(C)c4)nn23)cc1	7.2%	x	x	6%	u	2%	4%	x	x
COc1ccc(CN(C)C(=O)c2cc(-c3ccccc3)nc3ccc(C)cc23)c(OC)c1OC	2.7%	u	-10%	-9%	-15%	-34%	-8%	u	u
Cc1cc(C)cc(C(=O)N2CCC3(CC2)NCCc2[nH]cnc23)c1	-0.4%	12%	4%	14%	12%	2%	-2%	i	x
Cc1ccc(-n2ncc3c(NCCCN4CCOCC4)ncnc32)cc1Cl	9.2%	x	x	14%	x	-30%	-7%	i	18%
FC(F)(F)c1cccc(-c2cc3nc(NCCOc4ccccc4)ccn3n2)c1	-1.2%	x	-19%	x	x	-85%	u	u	-26%
CC1CCC(NC(=O)Cn2ncc3c4ccccc4n(Cc4ccc(Cl)cc4)c3c2=O)CC1 (configuration not stated)	-0.7%	x	x	13%	15%	-19%	-2%	i	-1%
C=CCN(C(=O)CCc1ccccc1OC)c1nc(-c2ccc(S(C)(=O)=O)cc2)cs1	0.5%	5%	12%	2%	u	4.5µM*	1%	i	6%
O=S1(=O)c2cccc3cccc(c23)N1Cc1ccc(-c2nnco2)cc1	1.7%	u	3%	2%	u	-29%	-12%	i	4%
COc1ccc(C(=O)NCc2ccccc2)cc1Br	-0.2%	19%	3%	-1%	-5%	-22%	-10%	i	8%
CN(C)S(=O)(=O)c1ccc2c(c1)nc(CCC(=O)NCC1CCCCC1)n2C	0.3%	-188%[0.0737 µM]	-1%	1%	-3%	-10%	-1%	i	-9%
COC(=O)c1ccc(CSc2ncnc3sc(C)c(C)c23)o1	8.4%	15%	-4%	-1%	-8%	-27%	-3%	i	-24%
COc1ccc(C(=O)Nc2ccccc2C(=O)O)cc1Cl	2.0%	17%	3%	-10%	u	-18%	-11%	i	22%
Cc1ccc(S(=O)(=O)NCCc2csc3nc(-c4ccccc4C)nn23)cc1	6.8%	x	x	0%	x	-22%	-27%	i	-17%
COc1cccc(CNC(=O)c2cc(=O)[nH]c3ccc(S(=O)(=O)N4CCCC4)cc23)c1	-1.0%	x	x	0%	-3%	-5%	-1%	i	5%
C[N+]1(CCCCCCC(=O)/C=N/O)CCCCCC1	-0.1%	5%	3%	-1%	4%	-19%	16%	u	0%
O=C(CSc1nc(O)c(C2CCCCC2)c(=O)[nH]1)Nc1ccccc1Cl	-0.3%	-6%	1%	2%	2%	1%	11%	i	1%
COC(=O)c1ccc(CNC(=O)C2CCC(=O)N(CCCc3ccccc3)C2)cc1 (configuration not stated)	0.1%	6%	-2%	0%	-14%	-1%	1%	i	-11%
O=C(COC(=O)Cc1ccccc1F)NCCc1ccccc1	-0.3%	4%	-5%	0%	5%	5%	2%	i	9%
CN1CCN(S(=O)(=O)c2cccc(C(=O)Nc3ccccc3N3CCOCC3)c2)CC1	-0.5%	-14%	2%	17%	-5%	-34%	-7%	i	10%
CC1CC(=O)N(c2ccc(N(C)Cc3ccccc3)c([N+](=O)[O-])c2)C1=O (configuration not stated)	-0.3%	-3%	2%	-1%	7%	10%	6%	i	25%
COc1ccc(C(NC(=O)CC(C)C)c2c(O)ccc3ccccc23)cc1 (configuration not stated)	9.8%	u	-23%	-7%	u	-7%	u	i	x
CN(C)c1cccc(NC(=O)C2Cc3c(-c4ccc(Cl)cc4)ccnc3O2)c1 (configuration not stated)	-1.0%	x	-1%	x	x	-43%	u	u	-14%
COC(=O)Cn1nc(-c2ccc(C)cc2)c2ccccc2c1=O	0.6%	6%	-5%	2%	-9%	-9%	-2%	i	-22%
COc1ccc2oc(C(=O)OCC(=O)N(C)c3ccccc3)c(C)c2c1	0.2%	1%	4%	1%	6%	2%	1%	i	3%

The results go on.
SMILES	Nrf2 ARE act	MCF10A rereplic	EPAC2 antagonist	A549 viability	Nrf2 inh	HepG2 tox	TGFb SMAD3 inh	S2 tox	ATXN2 expr inh
Brc1ccc(-c2nc3ccccc3s2)s1	11µM*	15%	11%	5%	u	-5%	11%	i	84%[activator]
O=C(Nc1cc(C(F)(F)F)ccc1Cl)C(=O)N1CCCCC1	0.2%	-1%	2%	9%	2%	1%	1%	u	-6%
CC(C)(C)c1ccc(S(=O)(=O)CC(O)CSc2nc3c(cc2C#N)CCCC3)cc1 (configuration not stated)	-1.0%	7%	16%	-6%	2%	4%	4%	i	4%
CC(C)(C)C(=O)NC(=S)N1CCOCC1	-0.9%	0%	9%	0%	2%	1%	14%	i	8%
Cn1nccc1C(=O)N1CCCC(C(=O)c2ccc(Oc3ccccc3)cc2)C1 (configuration not stated)	-0.5%	0%	-8%	2%	-23%	-3%	-21%	i	-24%
Cc1cccc(N2CCN(C(=O)C3CCCN(S(=O)(=O)c4cnc[nH]4)C3)CC2C)c1 (configuration not stated)	-0.5%	u	-17%	-1%	u	-1%	0%	i	-6%
N#Cc1ccsc1NC(=O)CN1CCN(c2ccc(O)cc2)CC1	2.0%	u	7%	11%	-18%	-1%	3%	i	-17%
CCOc1ccc(NC(=S)Nc2cccc3ccccc23)cc1	4.9%	11%	2%	0%	3%	-6%	0%	i	27%
O=C(Nc1ccc(F)cc1F)c1ccc2c(c1)CCN2S(=O)(=O)c1ccc(Cl)cc1	4.4%	x	x	0%	u	-6%	1%	u	-12%
O=S(=O)(Nc1cccc(-c2ccc3nncn3n2)c1)c1ccccc1F	3.9%	21%	-7%	4%	-4%	-14%	11%	i	1%
Cc1ccc(-c2nnc(NCc3nc4ccccc4[nH]3)c3ccccc23)cc1S(=O)(=O)N1CCCCC1	3.9%	u	8%	-6%	-25%	-20%	-28%	i	0%
COc1ccc2[nH]c(=O)c(CN(Cc3ccco3)Cc3nnnn3Cc3ccccc3)cc2c1	u	2%	-1%	3%	-2%	-7%	-9%	i	9%
Cc1ccc(-n2cc(CN3CCNC(=O)CC3)c(-c3cccc(C)c3)n2)cc1	5.2%	0%	-15%	-3%	u	-20%	u	u	-16%
C/C(=N\NC(=O)CCCNc1cccc(C)c1)c1ccncc1	0.2%	2%	-6%	1%	8%	11%	7%	u	-8%
COc1ccc(NS(=O)(=O)c2ccc(N/N=C(\C)c3ccncc3)c([N+](=O)[O-])c2)cc1	-0.1%	u	5%	u	21µM*	1%	u	i	-21%
Cc1ccc(CNC(=O)c2ccc(C)s2)cc1	0.8%	-17%	-1%	0%	13%	12%	10%	i	25%
COc1nccnc1NS(=O)(=O)c1ccc(N)cc1	0.2%	-19%&1%	2%	0%	-11%	-6%	9%	i	-3%&15%
COc1ccc(N(C(=O)c2cccnc2)S(=O)(=O)c2cccc([N+](=O)[O-])c2)cc1	-0.2%	u	-9%	-6%	-3%	-8%	2%	i	-15%
Cc1ccc(NC(=O)c2ccc(NCCN)c([N+](=O)[O-])c2)cc1Cl	3.9%	5%	9%	-7%	13%	18µM*	u	i	8%
COc1ccc(OC)c(C(=O)NC2CC(C)(C)Cc3c2cnn3-c2ccccc2)c1 (configuration not stated)	0.0%	u	-4%	-13%	-16%	-9%	u	i	-9%
CCN(C(=O)COC(=O)C(Cc1ccccc1)N1C(=O)c2ccccc2C1=O)C1CCS(=O)(=O)C1 (configuration not stated)	-0.5%	5%	26%[57.1 µM]	-10%	2%	-13%	-11%	i	-3%
CCOC(=O)c1ccc(NS(=O)(=O)c2cc3c(cc2C)n(C)c(=O)c(=O)n3C)cc1	0.4%	x	x	-3%	-13%	-22%	-1%	i	2%
O=C(CS(=O)(=O)c1ccc(Cl)cc1)NCc1ccccc1	0.5%	-1%	5%	-5%	1%	7%	-9%	i	x
COc1ccc(C(=O)c2c(N)sc3c2CCN(C)C3)cc1	0.6%	9%	3%	-6%	-11%	-7%	-2%	i	x
O=C(Nc1cccc(C(F)(F)F)c1)c1sc(Cl)nc1C(F)(F)F	29%	21µM*	-18%	1%	-1%	-36%	-15%	u	-37%

Structures listed so far printed as active in Nrf2 ARE act:
smiles | Nrf2 ARE act | EPAC2 antagonist | TGFb SMAD3 inh
Brc1ccc(-c2nc3ccccc3s2)s1 | 11µM* | 11% | 11%

Next results follow:
SMILES	Nrf2 ARE act	MCF10A rereplic	EPAC2 antagonist	A549 viability	Nrf2 inh	HepG2 tox	TGFb SMAD3 inh	S2 tox	ATXN2 expr inh
c1ccc(Cn2nnc3cnccc32)cc1	-0.8%	0%	1%	1%	1%	0%	-18%	i	-4%
N#Cc1ccc(C(=O)N2CCCCC2c2cc(C(=O)Nc3cccc(C#N)c3)no2)cc1 (configuration not stated)	4.1%	x	-20%	x	x	-6%	2%	i	-5%
C/C(=N/NS(=O)(=O)c1ccccc1)c1ccc(NC(=O)C2CC2)cc1	2.5%	-8%	2%	-1%	26%	10%	21%	i	-18%[11.3 µM]
CCCCN1C(=O)CN(C2CCCCCC2)C(=O)C1c1ccc(OCCC)c(OC)c1 (configuration not stated)	-0.7%	x	x	-1%	x	-23%	-11%	x	x
Cn1c(N2CCC(C(N)=O)CC2)nc2c1c(=O)n(Cc1ccc(Br)cc1)c(=O)n2C	-0.1%	9%	4%	24%	u	16%	-1%	i	-4%
CC(C)CC(=O)/C(=C/c1ccc(N(C)C)cc1)n1cncn1	-0.5%	-1%	3%	1%	1%	4%	24%	i	-8%

Four compounds from above, ordered by their value in EPAC2 antagonist, lowest first.
canonical_smiles	EPAC2 antagonist
N#Cc1ccc(C(=O)N2CCCCC2c2cc(C(=O)Nc3cccc(C#N)c3)no2)cc1 (configuration not stated)	-20%
c1ccc(Cn2nnc3cnccc32)cc1	1%
C/C(=N/NS(=O)(=O)c1ccccc1)c1ccc(NC(=O)C2CC2)cc1	2%
CC(C)CC(=O)/C(=C/c1ccc(N(C)C)cc1)n1cncn1	3%
